# Neddylation inh: cullin neddylation inhibition; TR-FRET cullin neddylation, biochemical; calls only at 25 µM; 0.58% of 360,000 active; in the data active = inhibition above about 36%
# SKN-1 inh: C. elegans SKN-1 inhibition; C. elegans VP596 Pgst-4::GFP/RFP ratio, acrylamide-induced, 24 h; 0.49% of 360,000 active; AID 624304; inhibition, % at 21.8 µM;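 active = interference check ratio from 0.5 to 1.5 plus GFP to RFP signal ratio inhibition reaching or exceeding a fixed threshold, cut at about 30% in these data, passing the limit was not always enough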; also: some compounds called inactive have numbers as strong as hits
# CSN inh: CSN deneddylation inhibition. 0.38% of 360,000 active. Q92905. AID 651999. inhibition, % at 12.5 µM. Purified CSN, SCF-Nedd8-OG deneddylation, fluorescence polarization;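 active = pattern-corrected inhibition above about 35%, with an unprinted fluorescence ratio check between 0.5 and 1.5, limit read from the data, passing the limit was not always enough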;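 also: 0% = enzyme with substrate and 100% = substrate without enzyme; some results filed as inactive read as strong as hits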
# Target sequence (Q92905 whole entry, looked up, one chain of several): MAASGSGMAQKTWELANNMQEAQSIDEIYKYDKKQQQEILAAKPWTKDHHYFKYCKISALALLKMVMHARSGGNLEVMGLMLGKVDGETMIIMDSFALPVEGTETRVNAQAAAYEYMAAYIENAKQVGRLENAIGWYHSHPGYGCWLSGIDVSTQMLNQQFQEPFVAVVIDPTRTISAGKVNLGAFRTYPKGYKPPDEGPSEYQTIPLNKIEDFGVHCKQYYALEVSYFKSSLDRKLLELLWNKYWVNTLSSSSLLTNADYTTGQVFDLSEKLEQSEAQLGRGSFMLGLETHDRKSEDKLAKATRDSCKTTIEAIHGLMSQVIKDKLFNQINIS
#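 Assay system: purified human Csn5 enzyme expressed in HEK293T cells; measure: % inhibition; also added: SCFSkp2-Nedd8OG substrate at 10 nM final; technique: fluorescence polarization; times: reaction 90 min, room temperature; medium: Tris buffer pH 7.5, NaCl, DTT, Tween-20, trehalose, ovalbumin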
# Rpn11 inh: blocks the human proteasome subunit Rpn11. O00487. human 26S proteasome, Ub4-pepOG fluorescence polarization; 20S core pre-blocked with epoxomicin. calls only at 20 µM. 0.59% of 360,000 active. AID 588493;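 active = inhibition at 20 µM, scaled to each plate's controls, above about 33%, limit read from the data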
# Target sequence (O00487 whole entry, looked up): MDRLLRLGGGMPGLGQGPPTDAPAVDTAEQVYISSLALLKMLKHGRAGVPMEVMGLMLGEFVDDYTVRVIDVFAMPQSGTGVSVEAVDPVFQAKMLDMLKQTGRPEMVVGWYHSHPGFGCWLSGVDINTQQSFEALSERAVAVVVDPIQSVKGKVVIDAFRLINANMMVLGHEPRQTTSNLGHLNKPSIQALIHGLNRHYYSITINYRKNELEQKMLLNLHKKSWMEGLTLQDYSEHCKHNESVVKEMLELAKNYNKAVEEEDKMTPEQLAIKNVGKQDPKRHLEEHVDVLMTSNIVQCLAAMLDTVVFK
# NadD inh: inhibitors of Staphylococcus aureus NadD; purified NadD enzyme, colorimetric absorbance read-out; inhibition, % at 20 µM; 0.78% of 360,000 active; in the data active = inhibition above about 26%; also: some compounds past the cut are filed as inactive
# MLLE-PAM2 inh: blocks PAM2 peptide binding to the PABP1 MLLE domain. GST-MLLE / FITC-PAM2 fluorescence polarization. 0.36% of 360,000 active. inhibition, % at 20 µM. P11940. AID 588489; in the data active = inhibition above about 35%, passing the limit was not always enough;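 also: plate controls were DMSO wells with GST-MLLE for no effect and wells lacking GST-MLLE protein for full effect; some results filed as inactive read as strong as hits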
# MT1-MMP act inh: inhibitors of human MT1-MMP activation. P50281. HT1080 RFP-PRO-GFP cells, GFP/RFP ratio fluorescence, overnight; percent of plate control window, DMSO zero. GFP/RFP ratio change, % at 20 µM. 0.061% of 360,000 active. AID 651647;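 active = GFP/RFP ratio change of at least 30% with cell ATP level not reduced by more than half and red fluorescence within 50% of control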; also: strong numbers were not always called active
#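 Test system: HT1080 RFP-PRO-GFP cells; Benchmarks: DMSO and RFP-L50D-GFP cell wells; Timing: cells overnight before dosing, compound overnight, 37 °C, 5% CO2; Compound: one 20 µM compound dose with 1% DMSO; Read-out: GFP/RFP fluorescence ratio.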
# FAS-TE inh: inhibitors of human fatty acid synthase thioesterase domain; inhibition, % at 15 µM; recombinant FAS-TE, OMFH fluorogenic substrate, fluorescence endpoint; AID 602261; 0.67% of 360,000 active;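 active = compounds whose normalised, plate-corrected inhibition of enzyme fluorescence in the single-dose primary screen is 50% or more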;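 also: 0% = DMSO with enzyme and 100% = substrate without enzyme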
# Rin1-Abl PPI inh: human Rin1-Abl interaction inhibition. inhibition, % at 7.35 µM. P00519+Q13671. TR-FRET Rin1/Abl binding, biochemical. 0.4% of 360,000 active. AID 588664; in the data active = inhibition above about 5%, passing the limit was not always enough
# Active calls of the source: *; i = inactive; . = not tested or not shown; + = active, no number; & = joins results of further samples.
# Start of the data: the first 2 records as a preview:
SMILES,Neddylation inh,SKN-1 inh,CSN inh,Rpn11 inh,NadD inh,MLLE-PAM2 inh,MT1-MMP act inh,FAS-TE inh,Rin1-Abl PPI inh
CCOC(=O)N1CCN(Cc2nc3cc(NC(=O)CC(C)C)ccc3n2CC)CC1,i,24,-5,i,-7,2,0,-9,4
CCOc1ccccc1OCCCC(=O)N(CC)CC(=O)Nc1ccc(NC(C)=O)cc1,i,23,0,i,-6,-25,-1,-7,2

# The list itself, previewed entries included:
SMILES,Neddylation inh,SKN-1 inh,CSN inh,Rpn11 inh,NadD inh,MLLE-PAM2 inh,MT1-MMP act inh,FAS-TE inh,Rin1-Abl PPI inh
CCOC(=O)N1CCN(Cc2nc3cc(NC(=O)CC(C)C)ccc3n2CC)CC1,i,24,-5,i,-7,2,0,-9,4
CCOc1ccccc1OCCCC(=O)N(CC)CC(=O)Nc1ccc(NC(C)=O)cc1,i,23,0,i,-6,-25,-1,-7,2
O=C(CN1CCN(C(=O)c2ccco2)CC1)Nc1cc(Cl)ccc1Cl,i,16,6,i,0,-6,4,-2,0
O=C(CCN1CCN(c2ccccc2)CC1)Nc1ccc(OCc2ccccc2)cc1,i,-29,-2,i,1,6,-3,-5,-2
COCCNC(=S)NC1CC2CCCC(C1)N2Cc1cccs1 (stereo unspecified),i,1,-6,i,5,-46,-2,-5,-2
COc1ccc(/C=C/C(=O)Nc2cc(C(F)(F)F)ccc2Cl)cc1,i,-8,7,i,-5,-9,-4,19,0
COCCn1c(-c2ccc(OC)c(OC)c2)nc2ccccc21,i,16,-3,i,7,1,2,-2,-2
CC(C(=O)Nc1ccccc1-c1ccccc1)N1CCOCC1 (stereo unspecified),i,0,-1,i,-2,10,-3,-5,0
COc1ccccc1CNC(=O)COC(=O)CNS(=O)(=O)c1ccc(NC(C)=O)cc1,i,1,1,i,2,-29,2,-4,1
CCc1ccccc1NC(=S)/N=C(\N)Nc1nc(C)c2cc(C)ccc2n1,i,4,2,i,11,25,.,18,-3
CCOc1cc(C(=O)NCCN2CCOCC2)cc(OCC)c1OCC,i,0,-1,i,-18,1,.,-6,1
Cc1[nH]nc(SCC(=O)NCCc2ccccc2)c1[N+](=O)[O-],i,0,-2,i,-6,-3,-1,5,1
O=C(CCCN1C(=O)/C(=C\c2cccs2)SC1=S)Nc1ccc(C(=O)O)cc1,i,2,-3,i,0,5,1,-6,-1
O=C(NCCc1ccccc1)c1ccc(CS(=O)(=O)c2ccc(Br)cc2)o1,i,-7,3,i,-8,15,-2,1,0
COc1cc2c(cc1OC)C(c1ccccc1O)N(C1CC(=O)N(c3ccccc3)C1=O)CC2 (stereo unspecified),i,24,-1,i,7,40*,-7,7,1
COc1ccc(N2CCCn3c2nc2c3c(=O)n(Cc3ccc(C)cc3)c(=O)n2C)c(OC)c1,i,2,0,i,3,9,8,14,-2
Nc1nnc(SCc2ccc(F)cc2Cl)s1,i,18,4,i,0,0,18,-9,3
CN(C)C(=S)Oc1ccccc1-c1ccccc1OC(=S)N(C)C,i,-1,-3,i,-4,-2,-1,0,-1
CCCc1cc(-c2ccc3c(c2)COc2c4ccccc4nn2-3)on1,.,13,1,i,2,-12,-1,14,0
COc1ccc(S(=O)(=O)Nc2ccc(Cl)cn2)c(C)c1C,i,-10,4,i,-1,-3,-1,4,1
Cc1ccc(/C(=N\O)c2oc3c(C)c4oc(=O)cc(C)c4cc3c2C)cc1,.,-1,6,i,12,-6,-14,-4,1
O=C(Nc1cc(Cl)ccc1N1CCCC1)C1=NN(c2ccccc2)C(=O)CC1,i,10,4,i,-4,-3,-6,22,1
c1ccc(CSC2=NNC(c3ccccn3)S2)cc1 (stereo unspecified),+,13,5,i,12,22,-1,8,-4
Cc1ccc(CN2C(=O)CCC2C(=O)NCCN2CCN(c3cccc(Cl)c3)CC2)cc1 (stereo unspecified),i,1,3,i,-5,8,-1,0,0
CC(C)CC(=O)Nc1c2c(nn1-c1cccc(Cl)c1)CS(=O)(=O)C2,i,-23,-3,i,-1,-3,-2,-2,0
Cc1cc(NC(=O)c2cc3ccccc3oc2=O)no1,i,4,0,i,-6,4,0,-8,2
CCCNC(=O)c1cc(S(=O)(=O)N2CCc3ccccc32)ccc1F,i,-11,1,i,-3,-6,-1,0,2
CCN1CCN(C(CNS(=O)(=O)c2ccc(Cl)cc2)c2cccnc2)CC1 (stereo unspecified),i,-6,-1,i,-2,-9,-4,-2,0
Brc1ccc(/C=N/n2cnnc2)s1,i,-1,-7,i,-1,-20,1,-3,-2
CC/C(=C/c1sc2ccc(C)cc2[n+]1CCO)SC,i,7,0,i,-2,13,-6,8,0
Cc1ccc(P(=O)(O)c2ccc(C)cc2)cc1,i,-18,9,i,-4,9,3,-6,-5
[O-]/C(=C(\C(=S)Nc1cccc2ccccc12)[n+]1ccccc1)c1ccc(OC(F)F)cc1,i,-1,6,i,11,-5,2,-4,-1
CCNc1nc(NC(C)C)nc(NS(=O)(=O)c2ccc(N)cc2)n1,i,-1,0,i,-1,-2,.,-5,-1
O=C(NCC(=O)N(c1cccc(F)c1)C(C(=O)NC1CCCC1)c1ccco1)c1ccco1 (stereo unspecified),i,-8,2,i,0,1,-3,2,0
COc1cc([C@@H]2[C@H]3CN(C)CC=C3C(C#N)=C(N)C2(C#N)C#N)cc2c1OCO2,i,-9&10,-4&-2,i,1&6,4&7,-56&-86,-12&-10,0&3
Cc1ccc(S(=O)(=O)N(C)c2cc(S(=O)(=O)N3CCOCC3)c(C)cc2C)cc1,i,7,3,i,-2,4,2,10,1
O=C(Nc1ccccc1)Nc1cccc(-c2cn3cccnc3n2)c1,i,-5,10,i,4,-3,9,0,1
Cc1ccc(/C=C/c2onc(C)c2S(=O)(=O)N2CCC(C(=O)N3CCCCC3)CC2)cc1,i,-3,3,i,4,-3,-13,32,-1
O=C(CC1C[C@H](C(=O)N2CCOCC2)[C@@]2(CCC3CCCC3)c3[nH]c4ccccc4c3CCN2C1=O)NCc1ccco1 (stereo partly specified),i,5,0,i,4,-4,-17,84*,-2
CCCCn1c(N)c(N(CCOC)C(=O)c2ccc(Br)o2)c(=O)[nH]c1=O,i,-1,0,i,1,14,2,-9,6

# Rewritten tab-delimited: six of the compounds above.
Compound	Neddylation inh	SKN-1 inh	CSN inh	Rpn11 inh	NadD inh	MLLE-PAM2 inh	MT1-MMP act inh	FAS-TE inh	Rin1-Abl PPI inh
CCCNC(=O)c1cc(S(=O)(=O)N2CCc3ccccc32)ccc1F	i	-11	1	i	-3	-6	-1	0	2
CCN1CCN(C(CNS(=O)(=O)c2ccc(Cl)cc2)c2cccnc2)CC1 (stereo unspecified)	i	-6	-1	i	-2	-9	-4	-2	0
Brc1ccc(/C=N/n2cnnc2)s1	i	-1	-7	i	-1	-20	1	-3	-2
CC/C(=C/c1sc2ccc(C)cc2[n+]1CCO)SC	i	7	0	i	-2	13	-6	8	0
Cc1ccc(P(=O)(O)c2ccc(C)cc2)cc1	i	-18	9	i	-4	9	3	-6	-5
[O-]/C(=C(\C(=S)Nc1cccc2ccccc12)[n+]1ccccc1)c1ccc(OC(F)F)cc1	i	-1	6	i	11	-5	2	-4	-1

# Further structures follow.
SMILES,Neddylation inh,SKN-1 inh,CSN inh,Rpn11 inh,NadD inh,MLLE-PAM2 inh,MT1-MMP act inh,FAS-TE inh,Rin1-Abl PPI inh
O=C(Nc1cccs1)Nc1nnc([C@@H]2C[C@H](O)[C@@H](CO)O2)s1,i,13,0,i,4,37,0,-7,-2
Cc1ccc2cc(CN(CCN(C)C)C(=O)Nc3ccc(Cl)cc3)c(=O)[nH]c2c1,i,-9,11,i,-7,0,3,2,1
CC(C)=CCC/C(C)=C/CNC(=O)C[C@H]1C[C@H](C(=O)N2CCCCC2)[C@@]2(C)c3[nH]c4cc(-c5ccco5)ccc4c3CCN2C1=O,.,6,11,i,11,-13,-5,14,2
O=C(Nc1ccccc1)c1cccc2c(Br)cccc12,i,6,1,i,1,0,3,-4,-2
COc1cc2oc(-c3ccc(O)cc3)cc(=O)c2c(O)c1OC,i,-8,4,i,0,8,-11,4,-2

# Retrieved by compound from the list above (3):
SMILES,Neddylation inh,SKN-1 inh,CSN inh,Rpn11 inh,NadD inh,MLLE-PAM2 inh,MT1-MMP act inh,FAS-TE inh,Rin1-Abl PPI inh
COc1cc2oc(-c3ccc(O)cc3)cc(=O)c2c(O)c1OC,i,-8,4,i,0,8,-11,4,-2
O=C(Nc1cccs1)Nc1nnc([C@@H]2C[C@H](O)[C@@H](CO)O2)s1,i,13,0,i,4,37,0,-7,-2
O=C(Nc1ccccc1)c1cccc2c(Br)cccc12,i,6,1,i,1,0,3,-4,-2
